sPLA2-III inh: Blocks human group III sPLA2 activity; Q9NZ20; inhibition, % at 12.2 µM; 370,000 compounds, 0.56% hits; QFRET BODIPY PC-A2 liposome hydrolysis, fluorescence; AID 743126;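 active = inhibition above mean plus 3 SD of compounds lying within the high and low control bounds, cut at about 19% in these data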;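 note: 0% = median of test compound wells and 100% = no enzyme DMSO wells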
ASAP1 GAP inh: blocks human ASAP1-stimulated Arf1 GTP hydrolysis. Q9ULH1. GDP FP detection. inhibition, % at 16.5 µM. 360,000 compounds, 0.19% hits; in the data active = inhibition above about 25%;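 note: 0% = vehicle with enzyme and substrate and 100% = no enzyme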
Tn6 DDE FP: inhibitors of Tn6 peptide binding to human fibrin DD(E). P02675. Fibrin DD(E) TRITC-Tn6 fluorescence polarization displacement. inhibition, % at 8.3 µM. 370,000 compounds, 0.21% hits. AID 720509;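 active = inhibition above a per-campaign cutoff: mean of compounds within control limits plus 3 SD, cut at about 15% in these data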;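 note: 0% = median of all compound wells on the plate and 100% = blocking peptide control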
proKLK7 act: activates the human kallikrein-7 zymogen | P49862 | purified proKLK7, EDANS-DABCYL substrate fluorescence; 100% is mature enzyme control, 0% vehicle | activation, % at 7 µM | 370,000 compounds, 0.9% hits;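 active = activation above the mean of all tested compounds plus 3 SD, computed per campaign excluding outliers beyond control limits, cut at about 13% in these data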
Rev-erbA mod: modulators of human Rev-erb alpha DNA binding; activity, % at 10 µM; P20393; 370,000 compounds, 0.79% hits; Rev-erbα–FITC-DNA binding, fluorescence polarization, 90 min;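 active = activity above about 14%, limit read from the data; passing the limit was not always enough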;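 note: 0% = DMSO wells with 35 nM protein and 100% = DMSO wells with 750 nM protein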
PLC-gamma1 inh: inhibitors of human phospholipase C gamma1. inhibition, % at 12.2 µM. P19174. AID 720700. 370,000 compounds, 0.84% hits. purified PLC-gamma1, fluorogenic substrate, fluorescence; in the data active = inhibition above about 9.5%
PLCb3 inh: inhibitors of human phospholipase C beta3. Purified PLC-beta3, fluorogenic substrate, fluorescence. inhibition, % at 12.2 µM. Q01970. 370,000 compounds, 0.18% hits; in the data active = inhibition above about 11%;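 note: 0% = median of compound wells on plate and 100% = full blocker control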
ARFGAP1 inh: rat ARFGAP1 inhibition; Q62848; Arfgap1-stimulated ARF1 GTP hydrolysis, GDP FP detection; inhibition, % at 16.5 µM; 360,000 compounds, 0.26% hits;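 active = inhibition above a per-plate limit, mean inhibition of low control wells plus 3 SD, cut at about 25% in these data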;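 note: 0% = DMSO wells with enzyme and 100% = wells lacking Arfgap1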
Target sequence (Q62848 1-136 limits assumed): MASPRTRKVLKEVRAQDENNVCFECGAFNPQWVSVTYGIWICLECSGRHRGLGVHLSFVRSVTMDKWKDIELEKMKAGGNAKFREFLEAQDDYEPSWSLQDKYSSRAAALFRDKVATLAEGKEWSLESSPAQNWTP
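Material – truncated rat Arfgap1 GAP domain · Buffer or medium – HEPES-based buffer, pH 7.5 · Reagent – human ARF1(Δ1-17)-GTP substrate · Dosing – 16.5 µM single point, 1.26% DMSO · Schedule – GTP hydrolysis reaction 2 h at 25 °C · Technique – GDP detection by fluorescence polarization · Benchmarks – No-Arfgap1 wells (100%) versus DMSO full-reaction wells (0%) · Repeats – single replicate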
UHRF1 MBD2 ctr: UHRF1 methyl-DNA binding inhibition; Q96T88; 370,000 compounds, 0.75% hits; AID 687016; UHRF1 binding to methylated oligo, TR-FRET; inhibition, % at 4.4 µM; in the data active = inhibition above about 21%;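 note: UHRF1 SRA domain binding a hemimethylated CpG hairpin DNA probe; 0% = median of test compound wells and 100% = reference inhibitor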
Target sequence (Q96T88 whole entry, looked up, the tested form may be a part): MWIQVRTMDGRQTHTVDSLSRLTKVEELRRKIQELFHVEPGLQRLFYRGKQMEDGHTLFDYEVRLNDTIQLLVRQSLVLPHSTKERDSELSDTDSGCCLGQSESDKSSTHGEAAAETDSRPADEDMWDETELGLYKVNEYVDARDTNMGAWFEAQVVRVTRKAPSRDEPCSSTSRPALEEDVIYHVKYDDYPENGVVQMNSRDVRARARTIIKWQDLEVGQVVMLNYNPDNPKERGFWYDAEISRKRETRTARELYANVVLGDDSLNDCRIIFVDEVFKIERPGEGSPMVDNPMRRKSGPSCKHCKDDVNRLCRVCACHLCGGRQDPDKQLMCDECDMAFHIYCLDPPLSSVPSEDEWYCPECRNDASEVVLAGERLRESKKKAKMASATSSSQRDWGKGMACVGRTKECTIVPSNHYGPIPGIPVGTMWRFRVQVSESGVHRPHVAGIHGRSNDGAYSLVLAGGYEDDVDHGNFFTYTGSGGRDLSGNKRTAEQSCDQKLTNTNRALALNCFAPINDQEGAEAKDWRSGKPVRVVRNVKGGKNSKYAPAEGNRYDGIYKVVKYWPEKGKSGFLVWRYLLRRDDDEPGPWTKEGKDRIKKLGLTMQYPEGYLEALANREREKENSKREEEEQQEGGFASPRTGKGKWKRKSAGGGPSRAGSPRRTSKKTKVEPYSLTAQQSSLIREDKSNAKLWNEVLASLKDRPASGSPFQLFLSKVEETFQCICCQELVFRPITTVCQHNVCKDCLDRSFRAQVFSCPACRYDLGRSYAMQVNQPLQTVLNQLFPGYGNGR
DDE Tn7 FP inh: disrupts Tn7 cyclic peptide binding to fibrin D-Dimer-E complex. FP displacement of FITC-Tn7 peptide from fibrin DD(E); 0% = median of compound wells per plate. inhibition, % at 8.3 µM. 370,000 compounds, 0.13% hits. AID 720508;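 active = inhibition above the mean of compounds falling within the control limits plus 3 SD of them, cut at about 14% in these data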;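 note: 0% = plate median of compound wells and 100% = 10 µM Aha-Tn7 peptide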
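Assay system: human fibrin DD(E) protein / Input: 2 µM fibrin DD(E) / Benchmarks: high control of 10 µM Aha-Tn7 peptide / Measured by: fluorescence polarization of the labelled Tn7 tracer / Medium: Tris buffer with calcium and detergent, pH 7.8 / Timing: 10 min compound pre-incubation, 3 h probe incubation at room temperature / Repeats: one replicate per compound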
Starred values were filed as active, the others as inactive; i = inactive; . = no result given.

SMILES	sPLA2-III inh	ASAP1 GAP inh	Tn6 DDE FP	proKLK7 act	Rev-erbA mod	PLC-gamma1 inh	PLCb3 inh	ARFGAP1 inh	UHRF1 MBD2 ctr	DDE Tn7 FP inh
O=C(NO)C1CC2C=CC1C2 (configuration not stated)	4	21	-2	0.3	9	4	4	-6	0	-6
CCOc1ccc(NS(=O)(=O)c2ccc(C(=O)N3CCN(C(C)=O)CC3)cc2)cc1	-1	-6	-4	0.2	1	2	-3	-1	1	3
CC(=O)NC(Cc1ccccc1)C(=O)OCC(=O)c1ccc(Cl)cc1 (configuration not stated)	13	8	6	0.8	-4	8	-1	6	6	6
COc1ccc(CC(=O)Nc2ccc(C(=O)NC(C)(C)C)cc2)cc1	-5	-1	4	0.1	2	-1	2	6	-3	7
O=C(Nc1c(-c2ccccc2)[nH][nH]c1=O)c1ccccc1	9	5	6	-0.1	-1	1	-2	7	4	3
CC(C)c1ccc(C2=C(O)c3ccccc3C(=O)C2=O)cc1	6	-1	0	-0.2	0	-1	1	-14	-1	-3
CC(C)OC(=O)CSc1nc(C(C)C)nc2ccccc12	3	-5	-4	-0.3	-4	6	2	0	2	-3
CCc1ccccc1NC(=O)Nc1cc(F)ccc1F	-1	8	-3	0.1	1	1	0	9	-1	3
CC(C)N(C)c1ncnc2c1ncn2[C@H]1CN(Cc2ccc(-c3ccccc3)cc2)C[C@@H](CO)O1	-20	-1	-14	-0.3	-1	0	0	3	-2	-8
CCC1Sc2ccccc2N(CC(=O)NC2CCCCC2)C1=O (configuration not stated)	-1	-7	3	-0.1	0	0	-6	-2	2	4
COC(=O)c1c(C(=O)OC)c(-c2ccc(F)cc2)n2c1CSC2	1	-7	-1	0.3	1	-5	-13	1	-1	-3
O=C(NN1C(=O)c2ccccc2NC1c1ccco1)c1ccc(Br)cc1 (configuration not stated)	1	-5	-4	1.5	0	-14	-17	13	5	-9
CCCn1nc([N+](=O)[O-])c(C(C#N)c2nc3ccccc3o2)c(Cl)c1=O (configuration not stated)	3	7	-5	-0.5	5	2	0	15	-9	3
O=C(/C=C/c1ccccc1Cl)NNC(=O)c1cccs1	-6	7	4	-0.4	5	-3	-5	5	0	0
COCCN(C(C)=O)c1nnc(-c2cnccn2)s1	5	15	-3	2.5	3	-1	-3	-3	0	-7
O=C(N/N=C/c1cccs1)C(=O)Nc1cccc(Cl)c1	1	-9	5	-0.1	-9	-1	-8	2	-3	-1
C[C@H](NC(=O)[C@@H]1CCCN1C(=O)[C@@H]1CCCN1C(=O)OC(C)(C)C)c1ccccc1	10	-11	-1	-0.8	5	1	2	10	-2	-4
O=C(COC(=O)CCCSc1nc2ccccc2[nH]1)Nc1ccc(Cl)cc1	-11	6	4	0.4	3	-3	2	10	-1	10
CCN1Cc2nnn(Cc3ccccc3)c2-c2ccccc2S1(=O)=O	1	.	-2	-0.5	9	2	7	.	-2	1
COC(=O)Cn1c2c(c3cc(C)ccc31)CCCC2	-3	-4	0	0.9	-2	0	-3	-6	0	1
CSc1ccccc1C(=O)Nc1ccc2c(c1)OCO2	14	-4	-12	-0.9	-1	7	-6	9	6	-5
O=C(O)CCC(=O)N(Cc1ccco1)c1nc(-c2ccccc2)cs1	-1	6	8	-0.5	2	-6	-1	5	3	2
COC(=O)C1C2CC(C(Br)C2Br)C1C(=O)O (configuration not stated)	3	5	-15	0.3	-6	-5	3	1	-2	-4
O=C(Nc1ccc(F)cc1)OCc1cn(Cc2cc(F)ccc2F)nn1	-6	.	0	0.1	1	0	-5	.	3	-2
CC(=O)N1CCc2cc(S(=O)(=O)NC(CC(C)C)C(=O)Nc3cc(C)ccn3)ccc21 (configuration not stated)	-1	-3	9	0.2	5	2	0	4	0	1
[O-][n+]1ccccc1SCc1ccccc1	1	2	6	-0.1	-3	2	9	-6	3	1
S=c1[nH]c2cc(Cl)ccc2s1	24*	-1	-3	-0.2	2	1	-10	15	3	5
Cc1ccc(NC2=C([N+](=O)[O-])CS(=O)(=O)C2)cc1	1	1	-10	1.0	-3	2	0	1	-1	1
Cc1ccc(COc2ccc(/C=N/NC(=O)c3nnn(-c4nonc4N)c3COc3ccc(F)cc3)cc2)cc1	-2	5	10	-0.1	-1	1	-7	-10	-2	-5
COc1ccc(S(=O)(=O)N(C(C)=O)c2ccc3oc(=O)sc3c2)cc1	-37	-4	0	0.4	1	2	2	-4	-2	6
COc1ccc(C(=O)C2CCCN(Cc3ccc(NC(C)=O)cc3)C2)cc1OC (configuration not stated)	-3	8	-3	0.6	3	-6	-9	-2	1	1
CC(=O)N1CCN(c2ccc(NC(=S)NC(=O)c3ccccc3)cc2)CC1	-2	1	4	0.2	-4	2	1	-2	-2	-2
Cc1cccc(NS(=O)(=O)c2nnc(NC(=O)CC(C)C)s2)c1	-19	-1	3	-0.4	2	-1	-4	-17	1	-1
CC(NCc1ccc(S(N)(=O)=O)cc1)C(=O)NCc1ccccc1 (configuration not stated)	5	1	2	-0.4	1	5	-1	-4	0	0
C/C(N)=C(/C#N)C(=O)CSc1nnc(Nc2ccccc2)s1	-6	3	2	0.7	0	-1	0	0	4	-4
CCN(CC)CCNC(=O)CSc1c2c(nc3cc(Cl)ccc13)CCCC2	-6	-2	1	0.3	-1	0	2	0	-3	-2
Cn1cncc1C#Cc1ccc(N2C(c3ccsc3)=Cc3ccc(F)cc3C2c2c[nH]c3ccccc23)cc1 (configuration not stated)	5	8	1	-0.5	1	-73	-105	5	-1	1
COC(=O)C1CN(Cc2ccccc2)CCS(=O)(=O)N1Cc1cn(Cc2cccc(Cl)c2)nn1 (configuration not stated)	-2	.	-5	-0.5	1	2	1	.	6	-3
CCOc1cc(/C=N/NC(=O)CN2CCCCC2)ccc1OCc1ccccc1	-1	-5	-7	-1.1	-6	-1	-2	4	3	3
CCCc1c(C)nc2c(OC)cccc2c1SCC(=O)O	8	-2	-6	3.3	1	-38	-67	4	0	2
COc1ccc(C(=O)NCCNc2nc3c(C)cccc3cc2C#N)cc1	0	-13	-5	-1.8	1	-45	-66	-1	1	0
Cc1ccc(NS(=O)(=O)c2ccc(OCC(=O)Nc3cccc([N+](=O)[O-])c3)c(C)c2)cc1	-66	8	6	-0.1	2	1	0	16	-3	2
CC(C)CCN(C(=O)c1ccccn1)c1c(N)n(Cc2ccccc2)c(=O)[nH]c1=O	-4	-1	-2	-0.3	-4	-5	2	-2	0	-2
N#C/C(=C(/O)CCCl)c1ccccn1	-3	0	3	209*	3	i	i	-6	-5	2
COC(=O)Nc1ccc(S(=O)(=O)Nc2cc(C(F)(F)F)c[nH]c2=O)cc1	-17	0	-7	0.1	4	-1	-5	-7	-2	0
CC1Oc2ccccc2C=C1/C=N/NC(=O)c1ccccc1 (configuration not stated)	2	-1	-3	3.1	-3	-352	-357	1	-3	-1
CC(C)c1ccc(/C=C(\NC(=O)c2ccccc2)C(=O)NCCN2CCOCC2)cc1	-3	1	-3	-0.4	2	1	-6	-1	-2	3
O=C1C=C(c2n[nH]nc2-c2ccccc2)C[C@@H](c2ccc(F)cc2)C1	-44	-1	2	0.3	-5	-19	-27	-1	-5	-5
CC(=O)NC12CC3CC(C1)CC(C(=O)N1CCN(S(=O)(=O)c4ccccc4C#N)CC1)(C3)C2	2	-11	1	0.3	-6	3	-10	4	5	-3
Cn1ccc(C(=O)Nc2ccc3c(c2)OCCO3)n1	5	9	-2	-0.6	4	3	-2	10	4	-8
(more compounds)
SMILES	sPLA2-III inh	ASAP1 GAP inh	Tn6 DDE FP	proKLK7 act	Rev-erbA mod	PLC-gamma1 inh	PLCb3 inh	ARFGAP1 inh	UHRF1 MBD2 ctr	DDE Tn7 FP inh
CCn1c(N2CCN(S(=O)(=O)CC)CC2)nc2ccccc21	0	-1	-3	-0.2	0	0	-5	-3	-3	8
CSc1ccccc1OCc1cc(C(=O)N2CCCC(C)C2)no1 (configuration not stated)	-6	0	0	0.6	7	0	-6	1	2	-1
COC(=O)C1=C(NC(C)=O)CCS1	-2	-17	4	-0.5	-2	-1	-1	1	0	5
COc1ccc(C(=O)Nc2c(Cl)cc(Cl)cc2C(=O)N2CCC(C)CC2)cc1	5	-2	-4	0.4	-3	-1	-1	-16	1	0
O=C(COC(=O)CCc1ccccc1)Nc1ccccc1OC(F)F	-9	6	3	-0.1	3	1	-6	-2	-3	3
COc1cccc(-c2nc(NCc3ccccc3)c3ccccc3n2)c1O	-5	8	7	-0.3	-6	6	-8	-2	1	-3
COc1ccc(OC)c(CN2CCC(C(=O)N3CCOCC3)CC2)c1	0	5	5	-0.8	0	2	0	-10	3	-3

Compound activity (PubChem)
